# Screens: PubChem BioAssay, NCI
# yeast cln2 rad14 – NCI yeast anticancer drug screen, S. cerevisiae cln2 rad14 strain. growth inhibition, % at 50 µM. actives 8.3% (n = 78,000). AID 165, 2004;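 note: 0% = growth of vehicle-only cultures of the same strain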
#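 The screen exposed genetically defined yeast (cln2 rad14) to test compounds and scored growth inhibition relative to vehicle-treated controls.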
# yeast sgs1 mgt1 – NCI yeast anticancer drug screen, S. cerevisiae sgs1 mgt1 strain | actives 10% (n = 78,000) | % growth inhibition at 50 µM;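 note: 0% = growth of vehicle-only cultures of the same strain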
#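 Read-out: growth inhibition vs vehicle controls. Cells: mutant yeast strain deficient in DNA damage repair.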
# mlh1 rad18 – NCI yeast anticancer drug screen, S. cerevisiae mlh1 rad18 strain. % growth inhibition at 50 µM. actives 11% (n = 79,000). AID 175, 2004;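 note: 0% = growth of vehicle-only cultures of the same strain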
#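 Vehicle-treated cultures served as the reference for growth inhibition in a yeast strain carrying DNA damage repair alterations exposed to each compound.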
# rad50 – NCI yeast anticancer drug screen, S. cerevisiae rad50 strain. actives 10% (n = 79,000). growth inhibition, % at 50 µM;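 note: 0% = growth of vehicle-only cultures of the same strain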
#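 Vehicle-treated cultures provide the reference for the growth inhibition reported for compound-exposed, repair-deficient yeast.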
# yeast bub3 – NCI yeast anticancer drug screen, S. cerevisiae bub3 mutant strain | % growth inhibition at 50 µM | actives 9.9% (n = 78,000);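 note: 0% = growth of vehicle-only cultures of the same strain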
#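 Screening used yeast with an engineered genetic alteration affecting cell cycle control. Compound-exposed cultures were compared with vehicle cultures, and reduced growth was taken as inhibition.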
# mec2-1 – NCI yeast anticancer drug screen, S. cerevisiae mec2-1 strain; actives 9% (n = 79,000); % growth inhibition at 50 µM;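 note: 0% = growth of vehicle-only cultures of the same strain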
#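 Yeast mec2-1 mutant treated with compound. Readout: growth inhibition vs vehicle controls.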
# * marks the source's active call; other numbers are inactive results; · = not tested or not shown. Cut-off read from the data, not from the text of the source: active = growth inhibition above about 70%; inactive = the rest.
# The first three records (preview)
# Values run as follows: yeast cln2 rad14	yeast sgs1 mgt1	mlh1 rad18	rad50	yeast bub3	mec2-1
- Oc1cc2oc3cc(O)c(O)cc3c2cc1O
  35	10	24	7	6	10
- COc1ccc2c(c1)OC(C)(C)C(c1ccccc1)=C2c1ccc2c(c1)NCCO2
  -38	11	32	1	-23	-2
- COc1ccc(C2=C(OC(=O)N(C)C)c3cccn3-c3cc(C(F)(F)F)ccc3S2)cc1
  0	-15	17	-8	0	-21

# The listing, from the start:
# Values run as follows: yeast cln2 rad14	yeast sgs1 mgt1	mlh1 rad18	rad50	yeast bub3	mec2-1
- Oc1cc2oc3cc(O)c(O)cc3c2cc1O
  35	10	24	7	6	10
- COc1ccc2c(c1)OC(C)(C)C(c1ccccc1)=C2c1ccc2c(c1)NCCO2
  -38	11	32	1	-23	-2
- COc1ccc(C2=C(OC(=O)N(C)C)c3cccn3-c3cc(C(F)(F)F)ccc3S2)cc1
  0	-15	17	-8	0	-21
- COC(=O)CC1C=CCC2C(=O)C=C(OC)C(=O)C12C (centres undefined)
  -9	2	11	-5	0	4
- O=[N+]([O-])c1ccc(/C=N/O)s1
  99*	98*	99*	100*	100*	100*
- COC(=O)C(C(=O)C(=O)Nc1ccc(N)cc1[N+](=O)[O-])c1nc2ccc(Cl)cc2[nH]c1=O (centres undefined)
  14	-6	-11	-9	32	-6
- Cc1ccc(S(=O)(=O)NC(Cc2ccccc2)C(=O)CCl)cc1 (centres undefined)
  85*	89*	85*	90*	84*	93*
- CC(=O)Nc1ccc(O)c([N+](=O)[O-])c1
  -36	3	-11	3	-9	3
- S=c1[nH]nc(SCc2ccc(Cl)c(Cl)c2)c2[nH]cnc12
  29	21	5	1	9	9
- CCCCCCCC1CCCC1=O (centres undefined)
  6	-38	-1	-32	-32	-54
- c1c2c(cc3c1OCN(C1CCCCC1)C3)OCN(C1CCCCC1)C2
  -8	2	13	12	48	20
- CC(=O)NC1CC(C)(C)NC(C)(C)C1
  10	3	-9	-19	0	-30
- OCC(O)C1OC(O)C(O)C(O)C1O (centres undefined)
  -49	-32	10	1	-7	-8
- Cc1ccc2c(c1)C(=O)c1[nH]c3ccc(F)cc3c1CO2
  -26	-40	-30	-30	-13	-22
- C#CCNCC
  -14	-8	-12	-9	4	-9
- COc1ccc(C(=O)C(Br)(Cc2ccccc2)OC)cc1 (centres undefined)
  22	8	-12	4	62	9
- CC1Cc2ccc(OCC(O)CO)cc2C1=O (centres undefined)
  15	11	2	7	0	2
- CCOC(=O)CCC1(CCC(=O)OCC)c2ccccc2-c2ccccc21
  -7	-2	13	4	-4	9
- O=C(Nc1ccc(N=C=S)cc1Cl)c1cc(Cl)cc(Cl)c1O
  68	78*	82*	82*	83*	57
- O=C1CS[C@@H]2C(=O)CCCC2C1 (some centres undefined)
  -7	-2	-4	-16	-3	18
- NC(=O)C(Cc1ccccc1)c1ccccc1 (centres undefined)
  -23	-8	18	-12	-17	-15
- CC(C)CCC(=O)OC/C(=N\Nc1ccc([N+](=O)[O-])cc1[N+](=O)[O-])c1ccc(-c2ccccc2)cc1
  -36	-16	15	-18	2	12
- O=C(N/N=C\c1cccc2c([N+](=O)[O-])cccc12)Nc1ccccc1
  3	-22	-32	-31	-17	0
- Cc1ccc(C(C)(C#N)Nc2ccccc2)cc1 (centres undefined)
  -25	-8	0	-7	-11	-2
- COc1cc2c(cc1OC)C1=C(CCC2)C(=O)C(=O)O1
  5	8	20	-7	0	-1
- Brc1cc(Br)c(I)c(Br)c1
  -16	-7	-19	-8	-4	-1
- O=C1C=C(SCCCC(=O)N2CCOCC2)C(=O)c2ccccc21
  -8	49	48	28	42	32
- CCCCS(=O)CCC(N)C(=O)O (centres undefined)
  -37	-9	-8	-10	4	2
- O=C1OC(=O)C2C1C(c1ccc(Cl)cc1)N1C3C(=O)OC(=O)C3C(c3ccc(Cl)cc3)N21 (centres undefined)
  -7	2	5	39	-5	-2
- COc1cc(C(=O)NC(=S)Nc2csc(-c3ccc(F)cc3)n2)cc(OC)c1OC
  17	9	12	15	-1	-13

# Compound profiles, from the list above. Order of values: yeast cln2 rad14 | yeast sgs1 mgt1 | mlh1 rad18 | rad50 | yeast bub3 | mec2-1
# CC(C)CCC(=O)OC/C(=N\Nc1ccc([N+](=O)[O-])cc1[N+](=O)[O-])c1ccc(-c2ccccc2)cc1 across the screens: -36 | -16 | 15 | -18 | 2 | 12
# COc1ccc2c(c1)OC(C)(C)C(c1ccccc1)=C2c1ccc2c(c1)NCCO2 across the screens: -38 | 11 | 32 | 1 | -23 | -2
# O=C1OC(=O)C2C1C(c1ccc(Cl)cc1)N1C3C(=O)OC(=O)C3C(c3ccc(Cl)cc3)N21 (centres undefined) across the screens: -7 | 2 | 5 | 39 | -5 | -2
# CC(=O)Nc1ccc(O)c([N+](=O)[O-])c1 across the screens: -36 | 3 | -11 | 3 | -9 | 3

# (continued)
# Values run as follows: yeast cln2 rad14	yeast sgs1 mgt1	mlh1 rad18	rad50	yeast bub3	mec2-1
- N#C/C(=C1C=C/C(=N/O)c2ccccc2/1)c1ccccc1
  96*	97*	92*	97*	98*	98*
- CCNC(=O)COc1ccc(Cl)cc1C(C)C
  19	15	1	-3	-1	8
- Nc1ccn([C@@H]2C=C(CO)[C@@H](O)[C@H]2O)c(=O)n1
  -13	-22	-22	-16	-10	-21
- Cc1ccc(C)c(NC(=O)NC(C)C)c1
  -26	5	0	-1	-5	0
- O=C(O)c1cnc2cc3c(cc2c1Nc1ccc2c(c1)OCO2)OCO3
  -46	5	-11	-12	-7	-1
- Cc1cc(NC(=S)SCc2ccc(Cl)cc2)ccc1F
  88*	98*	96*	98*	98*	96*
- CSc1nc2c(ncn2C2OCC(O)C(O)C2O)c(=O)n1C (centres undefined)
  30	-24	16	12	-4	8
- NNc1nc(NCc2ccco2)c2[nH]cnc2n1
  2	2	13	-10	2	-8
- CC(C)=CC(=O)OC1C2C(C)=CC(=O)C(O)C2(C)C2C3(O)OCC24C(CC(=O)OC14)C(C)C3O (centres undefined)
  91*	92*	91*	92*	91*	92*
- CCCCCC=C(C(=O)OCC)C(=O)OCC
  12	-4	11	23	-30	-2
- CC1=C/C(=C(/c2ccc(O)c(C)c2)c2ccccc2C(=O)O)C=CC1=O
  99*	99*	99*	99*	99*	100*
- COC(=O)C(Cc1nc2ccccc2[nH]c1=O)C(NO)C(=O)Nc1c(Cl)cc([N+](=O)[O-])cc1Cl (centres undefined)
  10	37	-2	-4	22	-7
- CCCC(=O)Oc1ccc2ccccc2c1
  15	2	-33	8	-2	24
- Cc1nnc(-n2cccc2)s1
  -4	-5	3	1	-4	-19
- CSc1nc2ccc(NC(=O)/C=N/O)cc2s1
  0	-2	-10	-4	15	-6
- O=C(/C=C\c1ccccc1)N1c2ccccc2CC1c1c[nH]c2ccccc12 (centres undefined)
  37	10	12	6	-2	-2
- O=S(=O)(O)c1ccccc1O
  -44	-3	2	0	-20	-3
- CC(C)CC(N)C(=O)OCc1ccccc1 (centres undefined)
  ·	·	-4	-1	·	-20
- CCCCCCCSCC1C(=O)C23CC1CCC2C12COC(O)C1C(C)(C)C(O)CC2OC3=O (centres undefined)
  90*	92*	63	92*	89*	92*
- C/C(CC(=O)Nc1cc(Cl)c(Cl)cc1Cl)=N\NC(N)=O
  24	2	19	29	30	12
- CC(=O)C[n+]1cccc(S)c1-c1ccccc1
  15	14	10	15	11	8
- Cn1cc(C(=O)C2CCCCC2)ccc1=O
  16	-3	-19	-5	-14	-12
- O=C(O)CC(/C=C\C(=O)C(=O)O)=C\O
  4	-12	-10	-7	4	-6
- CS/C(=N/N=C/c1ccc2ccccc2n1)SS/C(=N/N=C\c1ccc2ccccc2n1)SC
  -20	-12	-40	-8	0	14
- O=C(O)Cc1c(-c2ccccn2)[nH]c2ccccc12
  -42	-3	7	8	-12	-4
- N#C/C(=C/c1c(Cl)cccc1Cl)C(N)=O
  ·	·	62	77*	·	75*
- N=C(N)c1cccc(C(F)(F)F)c1
  8	7	17	20	-12	15
- O=C1C(C(O)(C(F)(F)F)C(F)(F)F)CCC1C(O)(C(F)(F)F)C(F)(F)F (centres undefined)
  14	67	70	22	28	43
- CN1/C(=C\N=O)C(C)(C)N(O)C1(C)C
  17	3	-86	17	6	-14
- O=C(C(=O)n1ccc2ccccc21)c1c[nH]c2ccccc12
  6	-16	8	13	-14	-13

# Values run as follows: yeast cln2 rad14	yeast sgs1 mgt1	mlh1 rad18	rad50	yeast bub3	mec2-1
- Oc1cc(O)cc(C2c3c(/C=C/c4ccc(O)c(O)c4)cc(O)cc3OC2c2ccc(O)c(O)c2)c1 (centres undefined)
  -14	-11	0	9	-14	-7
- Cc1ccc(/C=N/NS(=O)(=O)c2ccc(/C=C3\NC(=O)NC3=O)cc2)cc1
  -7	-31	2	-17	-41	-6
- COc1c(C=O)c2c(c(OC)c1OC)-c1ccc(OC)c(=O)cc1[C@@H](NC(C)=O)CC2
  7	0	-1	12	3	-10
- FC(F)(F)c1nc(Cl)nc2nc[nH]c12
  17	-31	-5	26	-22	6
- CC1(C)C2CCC1(CC(=O)O)C(O)C2=O (centres undefined)
  -13	-15	-5	-13	-5	-23
- COc1ccc(C2COc3cc(O)c(O)cc3C2)cc1 (centres undefined)
  100*	100*	98*	100*	100*	100*
- CC1(C)CCCC/C1=N\O
  24	4	3	6	23	24
- CCCC(C1=C(O)CC(C)CC1=O)C1=C(O)CC(C)CC1=O (centres undefined)
  -24	-6	0	-9	-7	0
- CC(=O)Nc1ccc(Cc2ccc3[nH]c(=O)cc(C)c3c2)cc1
  5	16	13	-16	-30	19
- NC(=O)CC(=O)O
  14	26	32	-4	15	2
- Nc1nc(N)c(N=Nc2ccccc2[N+](=O)[O-])c(=O)[nH]1
  -5	2	-1	6	11	-16
- O=C1Oc2ccccc2CC1C(=O)c1ccc([N+](=O)[O-])cc1 (centres undefined)
  -73	18	17	3	-13	2
- Cc1cc(-c2ccccc2)c(C)c(-c2ccccc2)c1-c1ccccc1
  81*	40	61	75*	57	38
- c1ccc(CN2CCCNCC2)cc1
  -12	0	0	10	5	-1
- Cc1ccc(NC(=O)C(=O)Cc2cccc[n+]2[O-])cc1C
  12	-4	-6	25	9	13
- CCOP(=O)(OCC)C1OCC(O)C(C2OC(P(=O)(OCC)OCC)OCC2O)O1 (centres undefined)
  1	2	7	8	-2	4
- Cc1cccc(C(C)C)c1NC(=O)C(=O)CC(=O)c1sc(Nc2ccccc2Cl)nc1C
  -15	0	1	-40	-30	-8
- CCOC(=O)/C(C#N)=C/c1cccc(Cl)c1
  13	39	44	29	13	30
- CC(=O)Nc1cccc(OC(=O)Nc2ccc(F)c(Cl)c2)c1
  71*	72*	82*	58	57	61
- CNC(=O)OCc1c(COC(=O)NC)c(-c2ccc(Sc3ccccc3)cc2)n(C)c1C
  21	8	55	19	6	44
- COc1ccccc1N=Nc1c(-c2cccs2)nn(C(=S)SC)c1C(F)(F)F
  -4	-22	31	-4	19	10
- CC(C)[C@@H]1CC[C@@H](C)C[C@H]1OC(=O)c1c2n(c3ccccc13)C[C@H]1OC(C)(C)O[C@@H]21
  23	7	-46	5	15	-7
- c1ccc(-c2ccc(-c3cc4ccccc4c4ccccc34)cc2)cc1
  -6	-17	-9	-14	-10	-15
- COc1ccc(C2Cc3cc(OC)c(OC)cc3C(c3ccccc3)N2)cc1OC (centres undefined)
  12	17	30	9	-1	19
- CCCCCCCCCCCCP(=O)(O)O
  -10	-20	-11	-8	6	-24
- Clc1cccc(Cl)c1/C=N/Nc1nnc(N/N=C/c2c(Cl)cccc2Cl)c2ccccc12
  32	56	34	19	-1	23
- O=C(Nc1cccc(C(F)(F)F)c1)c1ccc(F)cc1
  12	10	0	19	22	-1
- O=C1C=CC(=CC=C2C=CN(CCCCCCO)C=C2)C=C1
  14	26	16	18	9	6
- COc1cc2c(c(O)c1OC)C(=O)[C@@H]1CCC(=O)N1C2c1ccccc1 (some centres undefined)
  13	19	-18	19	11	3
- Cc1ccc(NCC2CC/C(=C\c3ccc(Cl)cc3)C2=O)cc1 (centres undefined)
  -50	-33	-32	-44	-10	-23

# Values run as follows: yeast cln2 rad14	yeast sgs1 mgt1	mlh1 rad18	rad50	yeast bub3	mec2-1
- CCCCCC(CN(C)C)C(=O)/C=C/c1ccc(Cl)cc1 (centres undefined)
  99*	99*	99*	99*	99*	99*
- Nc1ccccc1S(=O)(=O)Nc1c(N)nc(SCC(=O)O)[nH]c1=O
  -4	-10	1	-15	-13	-22
- OCC12CCCC(OC1)O2 (centres undefined)
  0	-26	-5	-9	14	-15
- O=C(NNc1ccccc1)C(O)C(=O)C(O)C(O)C(O)CO (centres undefined)
  -14	62	75*	9	80*	22
- CC(=O)c1cc2c(cc1C)C(C(C)C)CCC2(C)C (centres undefined)
  -19	7	7	4	42	-15
- COC(=O)C1CC(=O)N(C)c2sc(C)c(C)c2C1=O (centres undefined)
  37	89*	96*	84*	88*	94*
- C=CC(=O)Nc1ccc(Cl)cc1
  -24	22	0	8	-9	13
